WT yeast gro inh = growth inhibition of WT yeast, mitochondrial fusion screen; mitochondrial fusion phenotypic screen, WT strain; inhibition, % at 10 µM; 190,000 tested, 2.1% active; AID 1362; in the data active = inhibition above about 58%; tested in S. cerevisiae
PhoP inhibition = inhibitors of PhoP regulon expression, primary screen, Salmonella Typhimurium, GFP reporter (AID 1863) | S. Typhimurium PhoP-regulated promoter GFP reporter, 4 h; higher % means a stronger effect | inhibition, % at 50 µM; hits with a dose series show IC50 in µM | 300,000 tested, 0.16% active;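 active = inhibition over 29.93%, a cutoff 3 SD above the screen mean, later confirmed by dose response; inconclusive = inhibition over 29.93% but no dose response follow-up; inactive = inhibition at most 29.93% or unconfirmed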;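 note: 0% = low Mg2+ inducing control and 100% = high Mg2+ repressing control; strong numbers were not always called active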
b-catenin transl = modulators of beta-catenin nuclear translocation. HeLa beta-catenin nuclear translocation, immunofluorescence imaging. nuclear translocation activity, % at 5 µM. 190,000 tested, 0.3% active. AID 1665;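 active = nuclear translocation activity above 50% at 5 µM, with a well cell count of 50 or more; inconclusive = wells under 50 cells across six images, flagged as toxic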;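 note: per-cell ratio of nuclear to cytoplasmic median beta-catenin stain intensity; plate controls were DMSO negative control for no effect and GSK-3 inhibitor IX positive control for full effect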
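System: HeLa cells, endogenous beta-catenin; compound dosing: 5 µM primary single dose, 0.1% DMSO, 0.02–20 µM confirmation series; incubation: 24 h compound exposure at 37°C, 5% CO2; signal: beta-catenin immunofluorescence imaging with DAPI; evaluation: % activation, nuclear-to-cytoplasmic median beta-catenin signal ratio per cell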
Large T inhibition = SV40 large T antigen inhibitors, biochemical (AID 1903); 310,000 tested, 0.39% active; SV40 large T antigen ATPase/helicase inhibition assay; higher % means a stronger effect; inhibition, % at 20 µM, or IC50 in µM where a hit was titrated; in the data active = a potency from the dose series; inconclusive = inhibition mostly from about 32% at the one dose, without a potency; inactive = the rest, 99 in 100 with inhibition below about 32%; note: strong numbers were not always called active
West Nile antiviral = West Nile virus antiviral activity, cell-based, CPE readout (AID 1621). CPE inhibition, % at 10 µM; hits with a dose series show IC50 in µM. West Nile virus-infected cells, CPE inhibition; higher % means a stronger effect. 290,000 tested, 0.02% active; in the data active = a potency from the dose series; inconclusive = CPE inhibition mostly from about 3.7% at the one dose, without a potency; inactive = the rest, 99 in 100 with CPE inhibition below about 2.2%; note: strong numbers were not always called active
RSV CPE inhibition = inhibition of RSV-induced cytopathic effect – HEp-2 cells, primary 10 µM value included (AID 2391) | HEp-2 cells, RSV-induced CPE inhibition; higher % means a stronger effect | CPE inhibition, % at 10 µM, or IC50 in µM where a hit was titrated | 310,000 tested, 0.13% active; in the data active = a potency from the dose series; inconclusive = CPE inhibition mostly from about 23% at the one dose, without a potency; inactive = the rest, 99 in 100 with CPE inhibition below about 21%; note: strong numbers were not always called active
T cell modulator = T cell immune modulators affecting CD8 T cell-vesicle binding; calls only at 7 µM; 2C CD8+ T cell-vesicle binding, flow cytometry; active compounds read low; 330,000 tested, 0.068% active;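 active = response, share of CD8 T cells binding vesicles, and their 90th percentile fluorescence all below set limits, cut at about 80% in these data, passing the limit was not always enough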
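material = purified 2C TCR transgenic mouse naive CD8+ T cells | controls = Unloaded micro-vesicles (low), QL9 vesicles with 0.7% DMSO (high) | detection = cytometric PE anti-B7-1 and Alexa647 anti-CD8 signals after 1% paraformaldehyde fixation | incubation = binding step 1.5 h, 37 °C, antibody labelling 20 min, ice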
Myeloid diff MLP = compounds promoting myeloid differentiation. ER-HoxA9 myeloid progenitors, lysozyme-GFP differentiation, flow cytometry. 360,000 tested, 1% active. AID 624256. calls only at 10 µM;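 active = normalized GFP-positive differentiation at or above the plate's own cutoff, the solvent-only control mean plus 3 SD; inconclusive = no clear call, values can overlap the other calls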;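 note: cells exposed to compound for four days before flow analysis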
MgcRacGAP inhibition = MgcRacGAP GTPase-activating activity inhibitors, confirmation, biochemical, ADP Hunter fluorescence. one-dose inhibition, % at 30 µM; IC50 in µM for titrated hits. MgcRacGAP-stimulated Rac1 GTP hydrolysis, ADP Hunter fluorescence; higher % means a stronger effect; GST-tagged Rac1 F28L mutant substrate. 340,000 tested, 0.6% active. AID 624330;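 active = first-screen hits whose inhibition reached a set limit at any dose in the follow-up dose series; inconclusive = inhibition above the set first-screen limit but never retested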;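 note: fluorescence reports GDP produced by GAP-driven GTP hydrolysis; strong numbers were not always called active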
WT yeast gro inh mutant strain = second read-out of WT yeast gro inh, no call of its own (marks repeat the call); inhibition, %; mitochondrial fusion phenotypic screen, mutant strain inhibition
b-catenin transl cell count 5 µM = further read-out of b-catenin transl, marked with its call; cell count; measured here: cell count, cytotoxicity flag
T cell modulator vesicle-bound % = also measured in T cell modulator; calls as there; double positive events, %; measured here: CD8+ vesicle-bound cell fraction;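 binding gate set so that unloaded-vesicle control wells show 10% double positive cells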
Myeloid diff MLP GFP+ MAC1+ % = also measured in Myeloid diff MLP; calls as there; GFP+ MAC1+ double positive, %; measured here: differentiation confirmed by MAC1 staining
Active calls of the source: *; i = inactive; ? = inconclusive; . = not tested or not shown; + = active, no number.

SMILES | WT yeast gro inh | WT yeast gro inh mutant strain | PhoP inhibition | b-catenin transl | b-catenin transl cell count 5 µM | Large T inhibition | West Nile antiviral | RSV CPE inhibition | T cell modulator | T cell modulator vesicle-bound % | Myeloid diff MLP | Myeloid diff MLP GFP+ MAC1+ % | MgcRacGAP inhibition
CSc1nc(NS(=O)(=O)c2cc(C)c(Cl)cc2Cl)nn1C | . | . | 3% | . | . | -1% | -0.4% | -0.8% | i | 32 | i | 2.5 | 1%
O=C(CSc1nnc(C2CC2)n1C1CC1)c1ccccc1F | . | . | . | . | . | . | . | 0.6% | i | 34 | i | 0.9 | 5%
Cc1nc(NC(=O)c2ccc(-c3cc4ccccc4oc3=O)cc2)ccc1Br | -13 | -16 | 4% | 1.0 | 931 | 11% | -0.7% | 4.2% | i | 36 | i | 1.3 | 7%
O=C(CNC(=O)c1cccc(F)c1)OCC(=O)N1CCN(C(=O)c2ccco2)CC1 | . | . | . | -0.4 | 1392 | 11% | -0.1% | 0.9% | i | 31 | i | 0.2 | 6%
COc1ccccc1NC(=O)CCCc1nnc2n(C)c(=O)c3sccc3n12 | . | . | 0% | . | . | 21% | -0.1% | 0.9% | i | 29 | i | 0.8 | 5%
COc1ccc(NC(=O)Nc2cnccn2)cc1OC | . | . | -3% | . | . | 8% | 0.4% | ? | i | 8 | i | 0.5 | 14%
CCOc1ccc(-n2c(N)c(C(=O)N3CCN(C)CC3)sc2=S)cc1 | -9 | -5 | -2% | -1.8 | 1056 | 5% | 1.2% | 0.5% | i | 57 | i | 0.3 | 0%
N=c1c2c3c(sc2ncn1CCCO)CCCC3 | 8 | 2 | 1% | . | . | 0% | 0.0% | ? | i | 59 | i | 1.2 | 13%
O=C1C(=O)N(CCS(=O)(=O)c2ccccc2)c2ccc(Cl)cc21 | . | . | 3% | . | . | 34% | 1.5% | 1.1% | i | 15 | . | . | 1%
O=C(Nc1cccc(OCC(=O)N2CCOCC2)c1)c1ccc(C(F)(F)F)cc1 | . | . | 3% | . | . | -1% | -0.4% | 20% | i | 29 | i | 0.2 | 0%
COc1ccc(NC2CCCN(C(=O)CSc3ccccn3)C2)cc1OC (centres undefined) | . | . | -3% | . | . | 34% | -0.7% | 0.6% | i | 67 | i | 0.8 | 30%
Cc1cc(C)cc(NC(=O)CCC(=O)Nc2cc(C)on2)c1 | -20 | 9 | 1% | 1.0 | 973 | 21% | -0.6% | 0.6% | i | 40 | i | 2.3 | 4%
Cc1ccc(C2=Nc3ccccc3NC(C)(c3ccc(C)o3)C2)o1 (centres undefined) | 0 | 14 | -6% | . | . | 10% | 0.7% | 1.0% | i | 32 | . | . | 12%
CCc1cccc(NC(=O)CCc2nc(-c3cccs3)no2)c1 | 36 | 20 | -6% | -3.4 | 1080 | 2% | -0.1% | -0.9% | i | 25 | i | 1.6 | 3%
Cc1ccc(S(=O)(=O)N2CCCOC2CNC(=O)C(=O)NCc2cccnc2)cc1 (centres undefined) | -7 | -5 | 1% | -1.1 | 939 | 12% | -0.4% | 1.4% | i | 31 | i | 0.7 | 3%
Cc1cc(-c2ccccc2C(=O)NCc2ccccc2)on1 | -7 | 1 | 3% | -0.1 | 1111 | 7% | 0.0% | 0.5% | i | 50 | i | 1.1 | 4%
CC(C)OCCCNC(=O)c1cn(C)c2ccc(S(=O)(=O)N3CCCC3)cc2c1=O | . | . | 3% | . | . | 4% | 0.2% | -0.2% | i | 13 | i | 0.4 | -5%
CC1=Nc2cc([N+](=O)[O-])ccc2NC(C)(C)C1 | 14 | 14 | -5% | -1.9 | 908 | 14% | -0.5% | 3.7% | i | 22 | i | 0.2 | 5%
O=C1N[C@@H](Cc2ccccc2)C(=O)N1CCN1CCOCC1 | 21 | 18 | 6% | -2.9 | 1182 | 3% | -0.3% | -0.2% | . | . | i | 1.0 | 15%
Cc1c(C)c2ccc(OC(C)C(=O)N3CC[C@@]4(O)CCCC[C@H]4C3)c(C)c2oc1=O (some centres undefined) | . | . | . | . | . | . | -0.5% | 0.0% | i | 6 | i | 2.3 | 3%
COc1ccc(C[C@@H]2CN3C(=NC[C@@H]3C)N2C[C@H](C)NC(=O)CCC2CCCCC2)cc1 | 6 | 6 | -14% | -2.5 | 1052 | 7% | -0.6% | -0.1% | . | . | i | 1.4 | 11%
CCOc1ccc(CCNC(=O)CSc2ncn[nH]2)cc1OCC | . | . | -1% | . | . | 5% | -0.3% | 1.5% | i | 59 | i | 5.2 | 2%
Cc1ccc(N2CC(C(=O)OCC(=O)Nc3cc(C)on3)CC2=O)c(C)c1 (centres undefined) | . | . | -1% | . | . | 9% | 0.1% | 2.4% | i | 49 | + | 2.3* | 1%
CSc1ncccc1C(=O)NC(C)CCc1ccccc1 (centres undefined) | . | . | 4% | . | . | -1% | -1.1% | 0.7% | i | 12 | i | 0.0 | -2%
CN(C)c1ccc(C(CNC(=O)c2ccccc2F)c2c[nH]c3ccccc23)cc1 (centres undefined) | 5 | 2 | 20% | -0.5 | 996 | 5% | -0.9% | 3.3% | i | 59 | i | 0.1 | -2%

Next results.
SMILES | WT yeast gro inh | WT yeast gro inh mutant strain | PhoP inhibition | b-catenin transl | b-catenin transl cell count 5 µM | Large T inhibition | West Nile antiviral | RSV CPE inhibition | T cell modulator | T cell modulator vesicle-bound % | Myeloid diff MLP | Myeloid diff MLP GFP+ MAC1+ % | MgcRacGAP inhibition
Cc1cc(C(=O)N/N=C/c2cc(Br)ccc2OC(=O)c2ccccc2Cl)n[nH]1 | -3 | 2 | 8% | 2.6 | 1543 | 3% | -0.9% | 15% | i | 8 | ? | . | 8%
O=C(O)CCc1ccc(-c2cccs2)n1CCC(=O)O | -1 | -8 | -1% | -5.4 | 916 | 14% | 0.3% | 2.4% | i | 16 | i | 0.6 | 12%
COc1ccc(NC(=O)CCS(=O)(=O)c2cc3c(cc2Cl)NC(=O)CO3)cc1OC | . | . | -4% | . | . | 4% | 1.1% | 1.8% | i | 13 | i | 9.1 | 0%
CCOC(=O)N1CCN(c2nc(N(c3ccccc3)c3ccccc3)nc(-n3ccnc3)n2)CC1 | . | . | 3% | -0.9 | 1379 | 17% | -0.1% | ? | i | 16 | . | . | .
COC(=O)C(NC(=O)c1ccco1)(Nc1nc(C2CC2)cs1)C(F)(F)F (centres undefined) | 4 | 12 | -6% | 0.5 | 1019 | -6% | -0.1% | 2.0% | i | 28 | i | 0.5 | -5%
CC1CCN(C(=O)Cn2cc(S(=O)(=O)CC(=O)N3CCOCC3)c3ccccc32)CC1 | . | . | 3% | . | . | 10% | -0.6% | 0.9% | i | 36 | i | 0.7 | 4%
C#CCSc1nnc(C)c(C)n1 | . | . | . | . | . | 10% | -0.5% | 2.9% | . | . | i | 1.3 | 5%
COc1ccc(-c2csc(NC(=O)CS(=O)(=O)c3ccccc3)n2)cc1 | . | . | 2% | . | . | 3% | . | 49% | i | 36 | i | 1.0 | 3%
CCN(Cc1ccccc1)S(=O)(=O)CCNC(=O)c1ccccc1 | . | . | -2% | . | . | 10% | . | 3.5% | i | 32 | . | . | 6%
COc1ccc(NC(=O)C2CCCN2C(=O)OCc2ccccc2)cc1 (centres undefined) | . | . | -8% | -0.2 | 1274 | 5% | -0.2% | 0.3% | i | 30 | i | 0.2 | 6%
COCCNC(C)C(=O)Nc1ccc(Br)cc1 (centres undefined) | -3 | 7 | 0% | -7.9 | 972 | 3% | -0.2% | 0.0% | i | 8 | i | 3.1 | 10%
Cc1cc(C)c2[nH]c(=O)c(CN(CC3CCCO3)S(=O)(=O)c3ccc4c(c3)OCCO4)cc2c1 (centres undefined) | 13 | -3 | -11% | 0.7 | 910 | 17% | 1.1% | 0.5% | i | 54 | i | 0.9 | -8%
Cc1cccc(C2c3[nH]c4ccccc4c3CCN2Cc2cccn2-c2ncccn2)c1 (centres undefined) | 8 | 19 | -4% | -0.2 | 1525 | 6% | -1.6% | 40% | i | 28 | i | 0.4 | -1%
O=C(NCCN1C(=O)S/C(=C\c2ccccc2F)C1=O)C1CCN(S(=O)(=O)c2cccs2)CC1 | -12 | 9 | -8% | -1.9 | 1045 | 2% | -1.0% | 5.3% | i | 30 | i | 0.3 | 10%
CNC(=O)CSc1nnc(-c2cccnc2)n1-c1ccc(C)cc1 | -21 | -6 | 5% | -0.3 | 1414 | 1% | 0.3% | 1.3% | i | 56 | i | 0.4 | 5%
CS(=O)(=O)NC1CCN(Cc2ccccc2)CC1 | -6 | 1 | 2% | -0.1 | 1129 | 4% | -0.6% | -0.6% | i | 16 | i | 0.6 | 2%
CCOc1ccc(N2CC(C(=O)N3CCc4ccccc4C3)CC2=O)cc1 (centres undefined) | -6 | -13 | 0% | -0.9 | 1019 | 2% | 0.2% | 2.2% | i | 32 | i | 1.1 | 2%
OCCSc1nnc(Nc2ccccc2)s1 | -6 | -19 | 15% | 0.6 | 734 | 4% | -0.1% | . | i | 38 | i | 0.8 | 9%
Cc1ccc(C(=O)NCC(=O)Nc2ccc(C)c(S(=O)(=O)Nc3ccc(Cl)cc3)c2)s1 | -5 | 1 | -1% | 0.7 | 1495 | 3% | -1.4% | 2.3% | i | 35 | i | 0.4 | -2%
Nc1nncn1C(=O)c1cc(Br)ccc1Cl | -4 | -2 | -16% | . | . | 2% | 1.6% | 1.0% | i | 36 | i | 0.3 | 3%
COc1ccccc1CN1CCN(S(=O)(=O)c2ccc(C)cc2)CC1 | . | . | . | . | . | 8% | . | 0.9% | i | 56 | i | 0.7 | 9%
CCOc1ccc(S(=O)(=O)N2CCC(C(=O)NCc3ccccn3)CC2)cc1C | . | . | -1% | . | . | 8% | -0.7% | 5.8% | i | 12 | i | 0.4 | 3%
O=C(NC12CC3CC(CC(C3)C1)C2)c1ccc(COc2ccc(Cl)cc2[N+](=O)[O-])o1 | 6 | -1 | -6% | . | . | 3% | -0.2% | 40% | i | 49 | i | 0.4 | 5%
O=C(NCCCCCCNC(=O)N1CCCCCC1)N1CCCCCC1 | 4 | -4 | -10% | -4.2 | 1228 | 6% | -0.6% | 2.6% | i | 63 | i | 2.0 | 3%
